Source: PubChem BioAssay
TDP1 block – qHTS Assay for Inhibitors of Tyrosyl-DNA Phosphodiesterase (TDP1) | recombinant TDP1, AlphaScreen DNA substrate cleavage | Potency, µM (series often up to 130 µM), without a hit: top-dose activity change, negative = inhibition, actives largely listed as inhibitors | 350,000 tested, 0.28% active; also: nearly all actives have a fitted effect of over 40% in size
Target sequence (Q9NUW8 whole entry, looked up): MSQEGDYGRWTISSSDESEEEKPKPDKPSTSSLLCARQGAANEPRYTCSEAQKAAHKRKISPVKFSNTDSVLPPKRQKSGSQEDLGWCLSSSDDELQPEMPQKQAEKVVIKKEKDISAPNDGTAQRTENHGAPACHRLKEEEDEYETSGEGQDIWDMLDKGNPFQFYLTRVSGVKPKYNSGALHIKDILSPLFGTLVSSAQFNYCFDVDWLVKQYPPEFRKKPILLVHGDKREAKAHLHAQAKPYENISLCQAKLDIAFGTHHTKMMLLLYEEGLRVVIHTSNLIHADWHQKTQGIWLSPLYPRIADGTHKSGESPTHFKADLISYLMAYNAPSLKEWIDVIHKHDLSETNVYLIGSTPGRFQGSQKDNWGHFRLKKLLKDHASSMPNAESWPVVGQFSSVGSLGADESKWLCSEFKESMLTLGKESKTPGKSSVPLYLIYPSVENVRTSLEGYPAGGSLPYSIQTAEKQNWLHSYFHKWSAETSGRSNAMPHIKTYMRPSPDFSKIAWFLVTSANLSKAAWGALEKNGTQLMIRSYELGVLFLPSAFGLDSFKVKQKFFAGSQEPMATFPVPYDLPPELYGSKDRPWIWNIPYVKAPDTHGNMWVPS
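Compounds were preincubated with Tdp1 (1 nM final) for 15 min at room temperature before substrate (15 nM final) started a 5 min reaction; beads (10 ug/ml final) were then added for 10 min before AlphaScreen detection.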
N370S GC mod – qHTS Assay for Inhibitors and Activators of N370S glucocerebrosidase as a Potential Chaperone Treatment of Gaucher Disease. N370S GC spleen homogenate, 4MU-glucoside fluorescence. 330,000 tested, 0.092% active. Potency, µM (doses to about 59.4 µM), for inactives: top-dose activity change, negative = inhibition, actives largely listed as inhibitors;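 also: 0% = full enzyme activity and -100% = no enzyme basal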
FEN1 inh – qHTS Assay for the Inhibitors of Human Flap endonuclease 1 (FEN1); 390,000 tested, 0.35% active; P39748; Potency, µM (titrated, usually from 114 µM), for the others: top-dose activity change, negative = inhibition, most hits filed as inhibitors; Recombinant FEN1 flap cleavage, fluorescence, 15 min; also: nearly all actives have a fitted effect of over 65% in size
Target sequence (P39748 whole entry, looked up): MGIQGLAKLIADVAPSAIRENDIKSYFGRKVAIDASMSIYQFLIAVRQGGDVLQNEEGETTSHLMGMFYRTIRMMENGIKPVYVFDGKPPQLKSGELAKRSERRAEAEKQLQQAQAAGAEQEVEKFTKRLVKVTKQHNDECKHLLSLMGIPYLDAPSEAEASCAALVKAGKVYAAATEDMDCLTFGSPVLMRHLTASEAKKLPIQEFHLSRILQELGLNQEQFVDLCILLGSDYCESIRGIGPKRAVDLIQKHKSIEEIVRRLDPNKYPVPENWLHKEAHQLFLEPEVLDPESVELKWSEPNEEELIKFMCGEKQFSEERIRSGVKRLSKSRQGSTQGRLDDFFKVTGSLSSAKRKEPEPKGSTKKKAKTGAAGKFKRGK
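FEN1 at 10 nM, compound pretreatment for 15 min (room temperature), 50 nM final substrate to initiate; endpoint reads at 0 and 15 min; DMSO-only plates used as vehicle background.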
Numbers without * were called inactive; ? = inconclusive; · = not tested or not shown; & = joins results of further samples; [ ] = remark or other dose. Calls follow the shape of the dose curve; as a rule, active = well fitted curve in the direction sought with a large enough effect; inconclusive = small, poorly fitted or top-dose-only effect, or another doubt; inactive = no such curve, though single readings can be large; an effect the other way counts as inactive or inconclusive. Unless noted, % is scaled to controls: 0 for no effect and ±100 for the full control effect; potency is read from the fitted curve at half-maximal effect.

nr	smiles	N370S GC mod	FEN1 inh	TDP1 block
1	CCCCOc1ccc(C(=S)N2CCC(C(N)=O)CC2)cc1	-6%	-6%	0%
2	N#Cc1ccc(OCC(=O)NC(=O)NC2CCS(=O)(=O)C2)cc1 (stereo not given)	·	-16%	1%
3	Clc1ccc(-[n+]2c(-c3cccc(Br)c3)[nH]c3nc4ccccc4nc32)cc1	-7%	-11%	3%
4	CCN(CC)S(=O)(=O)c1cccc(C(=O)N[C@H](C(=O)OCC(=O)NC(=O)NC)C(C)C)c1	15%	1%	5%
5	CCOC(=O)c1cc(C)sc1NC(=S)Nc1ccccc1	11%	-22%	-7%
6	CCS(=O)(=O)N1CCC[C@H]2CN3CCc4cc(OC)ccc4[C@@H]3C[C@@H]21	5%&1%	·	-2%
7	Cc1nc(C)n(CC(C)C(=O)N2CCN(S(=O)(=O)c3ccc(Cl)cc3)CC2)n1 (stereo not given)	-5%	2%	·
8	O=C(C[n+]1ccccc1)N/N=C/c1ccc(Cl)cc1	·	-8%	1%
9	Cc1ccc(/C=N/NC(=O)Cn2cnc3c2c(=O)n(C)c(=O)n3C)s1	-24%	8%	-5%
10	O=C(Oc1ccc2ccc(OC(=O)N3CCCCCC3)cc2c1)N1CCCCCC1	1%	0%	-3%
11	COc1ccccc1N1CCN(CC(=O)Nc2ccc(C)c(F)c2)CC1	-25%	-6%	3%
12	Cc1cc(NC2C3CC4CC(C3)CC2C4)n2nnnc2n1 (stereo not given)	8%	-1%	-1%
13	O=C(c1cc2c(s1)-c1ccccc1OC2)N1CCCC1	?	-1%	7%
14	O=C(N/N=C/c1cccc(OC(=O)c2ccccc2Cl)c1)c1cccnc1	-7%	0%	7%[56.1 µM]
15	COc1cccc(OCc2cc(C3Nc4ccccc4C(=O)N3Cc3ccccc3)ccc2OC)c1 (stereo not given)	·	8%	1%
16	C=CCSc1nc(N)c(C(=O)Nc2ccccc2)cc1C#N	10%	-6%	2%
17	O=C(c1ccc(Cl)c(S(=O)(=O)N2CCOCC2)c1)N1CCN(Cc2ccccc2)CC1	-1%	-4%	4%[56.1 µM]
18	Cc1ccc(S(=O)(=O)N(CC(=O)N2CCCC2)C2CCCCC2)cc1	0%	-7%	4%[56.1 µM]
19	O=C(NC(=S)Nc1ccc(N2CCOCC2)cc1)c1cncc(Br)c1	0%	1%	6%
20	CC(C)CC(=O)c1c[nH]c(C(=O)NCCCn2ccnc2)c1	-1%	7%	2%
21	O=C(NCc1ccccc1)c1ccc2c(=O)[nH]c3c(C(=O)NCC4CCCO4)sc(=S)n3c2c1 (stereo not given)	-6%	-24%	0%
22	Cc1nnc(SCC(=O)c2c(N)n(C)c(=O)n(C)c2=O)n1Cc1ccccc1	2%	-7%	7%
23	Cc1ccc(C(=O)Nc2nnc(S(=O)(=O)Nc3ccccc3C)s2)cc1C	-9%	0%	·
24	COC(=O)c1cccc(NC(=O)c2cc3sccc3n2C)c1	-5%	-14%	12%
25	C=CCC(=O)OCCCCCCOc1ccc(C(=O)O)cc1	-9%	0%	1%
26	FC(F)(F)c1ccc(N=Cc2sc(N3CCOCC3)nc2-c2ccccc2)cc1	5%	2%	1%
27	COc1ccc(-n2ncc3c(NC4CCCC4)ncnc32)cc1	·	-4%	10%
28	O=C(O)CCCCCN1C(=O)/C(=C\c2cn(-c3ccccc3)nc2-c2cccs2)SC1=S	-7%	-5%	·
29	Cc1ncc(CN2CCCC(C(=O)Nc3ccc(-c4cccc(F)c4)cc3)C2)s1 (stereo not given)	-19%	-4%	6%
30	O=C(c1ccco1)N1CCN(C(=O)c2ccc(COc3ccc4c(c3)CCC4)o2)CC1	-21%	1%	4%
31	COC(=O)[C@@]1(Cc2ccc(OC)cc2)[C@H]2c3cc(C(=O)N4CCCC4)n(CCN4CCNC4=O)c3C[C@H]2CN1C(=O)c1ccccc1	14%	·	0%
32	COc1ccc2cc(C3CC(c4ccco4)=NN3C(=O)CCC(=O)O)c(Cl)nc2c1 (stereo not given)	-1%	-15%	0%
33	COc1ccc(N2CCN(C(=O)CCCn3c(=O)[nH]c4cc(Cl)ccc4c3=O)CC2)cc1	-2%	1%	4%
34	Cc1cccc(S(=O)(=O)Nc2cc(Cl)ccc2N2CCOCC2)c1	·	-15%	0%
35	CCn1cc(S(=O)(=O)N2CCN(Cc3cccc(Cl)c3)CC2)cn1	5%	4%	3%
36	Cc1noc(NS(=O)(=O)c2ccc(N3Cc4ccccc4C3=O)cc2)c1C	6%	3%	-2%
37	CCc1ccc(NC(=O)CN(c2ccc(OC)cc2)S(=O)(=O)c2c(C)nn(C)c2C)cc1	-3%	1%	1%
38	CCOc1ccc(NC(=O)C2CCN(C(=O)C3CC(=O)N(c4ccc(C)cc4)C3)CC2)cc1 (stereo not given)	-8%	1%	12%
39	CCN1C(=O)c2ccc(-c3nc4ccccc4c(=O)o3)cc2C1=O	3%	9%	·
40	Cn1c(=O)n(Cc2ccccc2)c(=O)c2c1nc(NCC1CCCO1)n2Cc1ccccc1 (stereo not given)	2%	-15%	7%
41	NS(=O)(=O)c1ccc(NC(=O)CSc2nnc3n2CCCCC3)cc1	·	-8%	-4%
42	CCCCn1c(N)c(N(CCC(C)C)C(=O)CCCc2nc3ccccc3s2)c(=O)[nH]c1=O	2%	-7%	1%[56.1 µM]
43	COc1cc(/C=N/NC(=O)C(=O)/C=C2\NC3(CCCC3)Cc3ccccc32)ccc1O	-8%	3%	11%
44	C=C(C)C(=O)OCCOC(=O)C(=C)C	2%	·	6%
45	C=CCC(O)c1ccccc1 (stereo not given)	-1%	·	9%
46	CCNC(=O)CCCOc1ccc(Cl)cc1Cl	-22%	1%	7%
47	COc1ccc(N(CC(=O)NC2CCCCCC2)S(=O)(=O)c2ccc(C)cc2)cc1OC	-2%	-8%	1%
48	COc1ccc(NC(=O)Nc2c(SC)nsc2SC)cc1	-8%	0%	0%
49	CN(c1ccc(OCC(=O)OCC(=O)Nc2ccc(F)cc2)cc1)S(=O)(=O)c1ccc(Cl)cc1	-7%	2%	0%
50	Cc1ccccc1OCCC(=O)OCC(=O)NCCc1ccc(S(N)(=O)=O)cc1	·	-4%	2%
51	O=C(CSc1nc(=O)n2cc(Cl)ccc2n1)Nc1ccc2c(c1)OCCO2	-1%	-2%	·
52	CSc1ncc(C(=O)Nc2cc(C)cc(C)c2)c(-c2ccccc2)n1	·	-9%	6%
53	CC(C)(C)NCC(O)COc1cccc2c1CCC(=O)N2 (stereo not given)	0%	1%	·
54	Cc1cc(NC(=O)CN(C)CC(=O)Nc2ccc(Cl)cc2)no1	·	-5%	0%
55	O=C(c1cc([N+](=O)[O-])ccc1N1CCCC1)N1CCCCC1	12%	1%	0%
56	C(=N\Nc1nc(-c2ccccc2)cs1)/c1ccncc1	-2%	-1%	7%
57	Cc1ccc(S(=O)(=O)N2CCOC2CNC(=O)C(=O)NCCN2CCOCC2)cc1 (stereo not given)	-4%	-5%	4%
58	CC(C)C(NC(=O)c1ccccc1)C(=O)N1CCCCCC1 (stereo not given)	-24%	-14%	8%
59	COc1ccc(NC(=O)Cn2c(=O)ccc3cc(S(=O)(=O)N4CCCC4)ccc32)cc1Cl	·	13%	3%
60	CC(/C=C/c1ccccc1)=N\Nc1nc(C)cc(C)n1	-12%	-5%	-3%

(continued)
nr	smiles	N370S GC mod	FEN1 inh	TDP1 block
61	NC(=O)C1(N2CCCCC2)CCN(Cc2nc(-c3cccs3)no2)CC1	-3%	0%	·
62	O=C(c1cc(S(=O)(=O)N2CCN(c3ccccc3)CC2)ccc1Cl)N1CCCC(C(F)(F)F)C1 (stereo not given)	-2%	-4%	·
63	CCc1cccc(C)c1NC(=O)C1CCN(c2nn3c(=O)cc(C)nc3s2)CC1	-19%	20%&-1%	0%&5%
64	O=C(c1ccc(S(=O)(=O)NCC2CCCO2)cc1)N1CCN(c2cccc(Cl)c2)CC1 (stereo not given)	-12%	-12%	-14%
65	Cc1nc(NC2=NCN(Cc3ccccc3)CN2)nc2ccccc12	9%	·	-1%
66	COc1cc(C(=O)NC(=S)Nc2ccc3oc(=O)ccc3c2)cc(OC)c1OC	-4%	-10%	0%
67	N#Cc1cccc(C(=O)N(CCc2ccccc2)Cc2cccs2)c1	-2%	-1%	4%
68	O=C(c1ccc(=O)[nH]c1)N1CCCc2ccccc21	-9%	-11%	·
69	COC(=O)c1ccc(NC(CC(C)C)C(=O)OC)c([N+](=O)[O-])c1 (stereo not given)	3%	-3%	3%
70	Cc1nn(C)cc1/C=N/NC(=O)Cn1cncn1	1%	9%	·
71	CCC1Sc2ccc(S(=O)(=O)Nc3cc(OC)cc(OC)c3)cc2NC1=O (stereo not given)	?	9%	3%
72	COc1cccc(NC(=O)C2CCN(c3cnccn3)CC2)c1	-1%	11%	10%
73	O=S(=O)(c1ccc(-c2cc(C(F)(F)F)on2)s1)N1CCCC1	14%	3%	3%
74	Cc1ccc(-c2noc(CSc3ccccc3)n2)cc1	2%[12.8 µM]	-15%	·
75	CCc1ccc(/C=C2\Oc3cc(OS(C)(=O)=O)ccc3C2=O)cc1	?	-6%	8%
76	Cc1nc(SCC(=O)Nc2ccc(F)cc2)c2oc3ccccc3c2n1	-4%	10%	8%
77	CN(Cc1nc(-c2cccnc2)no1)S(=O)(=O)c1ccccc1	10%	7%	4%
78	O=C1C=C(NC2CCCC2)CC(c2ccccc2)C1 (stereo not given)	-1%	-3%	-2%
79	CC(=O)N1N=C(c2ccc(C)o2)CC1c1ccc(F)cc1 (stereo not given)	7%	-8%	-1%
80	O=C1Nc2ccccc2N=C(c2ccccc2)c2ccccc21	9%	6%	3%
81	CC(NC(=O)C1CCN(C(=O)[C@@H]2Cc3ccccc3CN2)CC1)c1ccccc1 (stereo not given in full)	-1%	-12%	5%
82	O=S(=O)(NCCN1CCOCC1)c1cccc(C(F)(F)F)c1	1%	6%	·
83	O=C(O)Cc1csc(NC(=O)CSc2nnnn2-c2ccc(O)cc2)n1	-1%	0%	·
84	O=S(=O)(c1ccccc1)N1CN(c2ccc(F)cc2F)c2nc3ccccc3nc21	·	-1%	1%
85	Cc1ccc(-n2c(CNc3ccc(F)cc3)nnc2SCC(=O)N2CCOCC2)cc1	5%	-1%	5%[56.1 µM]
86	CCCn1c(=O)c2sccc2n2c(CCCC(=O)Nc3cccc(CC)c3)nnc12	·	12%	0%
87	COc1ccc(N2COC3c4cccc5cccc(c45)C32)cc1 (stereo not given)	8%	7%	5%
88	COc1ccc(-n2c(O)c(C=Nc3ccccc3)c3ccccc3c2=O)cc1OC	5%	0%	0%
89	O=C(c1ccc2ccccc2n1)N1CCN(c2ccccc2O)CC1	-1%	4%	6%
90	N#Cc1cccc(NC(=O)C2SC(=Nc3ccccc3)C(C(=O)N3CCOCC3)=C2N)c1 (stereo not given)	-3%	7%	7%
91	COC(=O)c1ccc(CSc2nc3ccc(S(=O)(=O)N4CCOCC4)cc3[nH]2)cc1	-1%	-17%	-3%
92	COc1ccc(S(=O)(=O)N2CC(C)N(S(=O)(=O)c3ccc(OC)cc3)CC2C)cc1 (stereo not given)	7%	-1%	4%
93	CC(C)=CC1C(C(=O)O)C1(C)C (stereo not given)	1%	·	14%[56.1 µM]
94	CC(C)NC(=O)c1ccccc1NC(=O)CCc1ccccc1	-3%	-1%	5%
95	CC1(C)CC(=O)C(C=NCC2CCN(C(=S)Nc3cccc(Cl)c3)CC2)=C(O)C1	-10%	-5%	1%
96	O=S(=O)(c1cccc(-c2csc(-c3ccccc3)n2)c1)N1CCOCC1	-8%	-6%	2%
97	CC(=O)c1ccc(NC(=O)COC(=O)c2c[nH]c3ccccc23)cc1	·	1%	1%
98	Oc1ccccc1C1=Nc2ncnn2C(c2ccccc2)C1 (stereo not given)	1%	-11%	10%
99	COc1ccc(C2CC(c3cccc(Cl)c3)n3nc(N)nc3N2)cc1 (stereo not given)	-7%	1%	9%
100	Cc1cc(C)cc(OCc2nnc(SCC(=O)OC3CCCCC3)o2)c1	-19%	-3%	·

Entries of single compounds, looked up by structure. Screens in order: N370S GC mod, FEN1 inh, TDP1 block
Profile of `CC(C)NC(=O)c1ccccc1NC(=O)CCc1ccccc1` = -3%, -1%, 5%
Profile of `COc1ccc(S(=O)(=O)N2CC(C)N(S(=O)(=O)c3ccc(OC)cc3)CC2C)cc1` (stereo not given) = 7%, -1%, 4%
Profile of `COC(=O)c1ccc(CSc2nc3ccc(S(=O)(=O)N4CCOCC4)cc3[nH]2)cc1` = -1%, -17%, -3%
Profile of `CC(=O)c1ccc(NC(=O)COC(=O)c2c[nH]c3ccccc23)cc1` = ·, 1%, 1%
Profile of `Oc1ccccc1C1=Nc2ncnn2C(c2ccccc2)C1` (stereo not given) = 1%, -11%, 10%
